Screens from PubChem.
Growth percent in the NCI-60 one-dose screen (48 h, 10 µM unless noted): 100 = growth as untreated, 0 = no growth, -100 = all killed.
MALME-3M: MALME-3M melanoma; actives 5.8% (n = 78,000)
SK-MEL-2: SK-MEL-2 melanoma. actives 4.7% (n = 77,000)
UACC-257: UACC-257 melanoma; actives 4.4% (n = 78,000); AID 1794764
SK-MEL-5: SK-MEL-5 melanoma; AID 1794755; actives 6.4% (n = 80,000)
EKVX: EKVX NSCLC; AID 1794765; actives 3% (n = 71,000)
M14: M14 melanoma; AID 1794745; actives 6.2% (n = 80,000)
UACC-62: UACC-62 melanoma. actives 5.4% (n = 81,000). AID 1794756
A549/ATCC: A549/ATCC NSCLC | actives 3.7% (n = 81,000)
* = called active by the depositor; . = no result given; & = joins results of further samples. The calls were made as follows: active = growth percent below 10; inactive = the rest.

SMILES	MALME-3M	SK-MEL-2	UACC-257	SK-MEL-5	EKVX	M14	UACC-62	A549/ATCC
CC1(C)NCc2c3c(ccc4nc(-c5cn[nH]c5C(F)(F)F)c5c(c43)CCCC5)nn21	115	109	111	96	106	97	99	102
Cc1cccc([N+](=O)[O-])c1Cl	109	109	105	99	97	106	105	104
COC(=O)c1cc(-c2cc3ccccc3o2)c(C#N)c(=O)[nH]1	96	96	.	54	84	95	88	101
CN(C)c1cccc2c(S(=O)(=O)Nc3cccc(-c4csc(NC(=O)CCCCCN5CCN(CCO)CC5)n4)c3)cccc12	56	100	78	79	85	74	94	75
COc1cccc(C2CC(=O)Nc3cc4c(cc32)OCO4)c1OC (stereo unspecified)	93	88	99	.	110	115	96	90
CCN1CCN(c2cc(C)nc(N(CCCNc3ccnc4cc(Cl)ccc34)Cc3cccs3)n2)CC1	-86*	-38*	.	-97*	42	-84*	-20*	20
CC(=O)c1ccc(Nc2nc(NCCO)nc(N3CCOCC3)n2)cc1	91	108	95	95	91	117	90	102
O=C(O)C(c1ccccc1)C1(O)CCCCC1 (stereo unspecified)	85	.	86	107	95	98	90	105
O=C(O)CCC(=O)/C=C/c1cccc2ccccc12	102	104	106	109	98	96	95	91
N#Cc1ccccc1NC(=O)c1cc(-c2ccc(F)cc2F)ccc1O	78	53	103	62	57	93	55	54
O=C(/C=C/c1ccc2ccccc2c1)Nc1ncc(Cc2ccccc2)s1	51	98	95	93	71	60	60	22
CCOC(=O)c1c(C)oc2ncnc(Nc3ccc(F)c(Cl)c3)c12	114	95	87	94	108	110	95	87
Cc1ccc(S(=O)(=O)Oc2ccccc2-c2ccccc2)cc1	.	29	54	6.0*	46	6.1*	37	42
COc1ccc(-c2nc3ncccn3c2-c2nc3ccc(C)cc3[nH]2)cc1	93	99	105	93	112	114	103	98
O=C1c2ccncc2/C(=C/c2ccccc2)N1Cc1ccccc1	105	.	115	82	86	99	99	89
CCC(O)c1ccc2ccccc2c1 (stereo unspecified)	100	91	102	103	.	99	106	103
Cc1cccc(Cc2ccccc2C(=O)c2cccc3ccccc23)c1	108	78	104	.	92	95	91	98
CCN(CC)S(=O)(=O)c1ccc(NC(=O)CSc2nnc(C)n2-c2ccccc2)cc1	132	92	95	105	107	116	93	109
O=C(O)C(CCCCN1C(=O)c2ccccc2C1=O)N1C(=O)c2ccccc2C1=O (stereo unspecified)	100	101	96	102	95	99	93	95
CCN(CC)CCNC(=O)c1c(C)[nH]c(/C=C2\C(=O)Nc3cc(NC(=O)NC(=O)c4ccc(OC)cc4F)ccc32)c1C	108	128	111	85	114	105	104	85

Part of the list above, set out differently:
> Cc1cccc([N+](=O)[O-])c1Cl
  MALME-3M = 109; SK-MEL-2 = 109; UACC-257 = 105; SK-MEL-5 = 99; EKVX = 97; M14 = 106; UACC-62 = 105; A549/ATCC = 104

> COC(=O)c1cc(-c2cc3ccccc3o2)c(C#N)c(=O)[nH]1
  MALME-3M = 96; SK-MEL-2 = 96; UACC-257 = .; SK-MEL-5 = 54; EKVX = 84; M14 = 95; UACC-62 = 88; A549/ATCC = 101

The list goes on:
SMILES	MALME-3M	SK-MEL-2	UACC-257	SK-MEL-5	EKVX	M14	UACC-62	A549/ATCC
O=[N+]([O-])c1ccc(N=NNc2ccccc2)cc1	102	88	99	96	74	105	76	86
COC(=O)c1c2c(c(C)[n+]([O-])c1C)C(=O)C(NCc1cccc(Cl)c1)=CC2=O	-96*	34	-38*	-78*	46	1.4*	-43*	6.3*
Cc1ccc2oc(=O)cc(-c3nc4ccc([N+](=O)[O-])cc4[nH]3)c2c1	63	.	62	29	63	64	39	35
O=[N+]([O-])c1ccc2c(c1)sc1nc(-c3c[nH]c4ccccc34)c(Nc3ccc(Br)cc3)n12	99	106	110	103	89	98	88	100
CCOC(=O)COc1ccc2c(c1)O/C(=C\c1ccc(O)cc1)C2=O	102	116	105	102	104	103	99	108
Brc1cn2[n+](c1)[B-]n1cc(Br)c[n+]1[B-]2	94	103	97	89	88	88	90	101
COc1ccc(N2CCN(S(=O)(=O)c3ncsc3-c3ccccc3)CC2)cc1	112	.	105	92	99	104	96	105
CC(=O)O[C@H]1C[C@@]2(C)[C@@H](C[C@@H](O)[C@H]3[C@@]4(C)CCC(NCCN)[C@@H](C)[C@@H]4CC[C@@]32C)/C1=C(\CCC=C(C)C)C(=O)O (stereo partly specified)	103	101	107	104	106	101	100	107
CC1SC(=S)N(CCc2ccccc2)C1=O (stereo unspecified)	98	.	99	.	97	108	93	103
O=C1NC(=NC23CC4CC(CC(C4)C2)C3)N/C1=C\c1ccc2ncoc2c1	-24*	-92*	4.6*	1.9*	-14*	29	-71*	10
Cc1ccc2nc(Cl)c(Cn3nnc(SCc4ccccc4)n3)cc2c1	95	102	101	102	90	93	96	98
CN(C)c1ccc(C2(Cl)c3ccccc3N(C)c3ccccc32)cc1	48	61	54	80	48	53	35	60
Oc1cccc2c1NCCC2	-0.4*	-15*	12	-51*	22	31	5.2*	13
O=c1nc2s/c(=C\c3ccc(Br)cc3)c(=O)n2c2nc(-c3ccccc3)c(-c3ccccc3)nc12	87	125	95	102	97	101	93	98
O=C(CNC(=O)c1nc(-c2ccccc2)n(-c2ccccc2)n1)NO	104	105	85	.	93	104	.	89
O=C(ON1C(=O)N[C@H]2CCCC[C@@H]2C1=O)c1ccccc1	.	101	91	101	106	104	83	93
O=C(CNc1nc(-c2ccccc2)cs1)Nc1ccc([N+](=O)[O-])cc1Cl	24	20	58	8.6*	18	34	21	44
C(=N\N=C\c1ccc2c(c1)OCO2)/c1ccc2c(c1)OCO2	84	86	83	99	100	98	85	70
O=S(=O)(NCCNc1nccc(-c2c(-c3ccc(F)cc3)nc3sccn23)n1)c1ccc(C(F)(F)F)cc1	123	103	103	68	.	82	61	55
CCOC(=O)c1cc2c([nH]1)-c1nc(Nc3ccccn3)sc1CCC2	130	100	88	66	63	70	60	44
CCOC(=O)c1c(Nc2ccccc2)nn2c(-c3ccco3)ccnc12	120	.	107	87	97	115	86	99
Cc1onc(-c2c(Cl)cccc2Cl)c1C(=O)Oc1ccc(-c2ccc(OC(=O)c3c(-c4c(Cl)cccc4Cl)noc3C)cc2)cc1	98	.	107	.	.	100	93	.
Nc1nnc(-c2ccccn2)c(-c2c[nH]c3ccc(Br)cc23)n1	102	99	103	82	70	96	86	91
COc1ccccc1CNC(=O)C1c2ccccc2C(=O)N(CC(C)C)C1c1cccs1 (stereo unspecified)	46	87	96	52	.	62	46	61
CCCC(=O)N(CCC(C)C)c1ccccc1	78	92	102	106	103	106	.	95
Cc1cc(NS(=O)(=O)c2ccc(Nc3nc(CN/N=C/c4ccc([N+](=O)[O-])cc4)nc4ccccc34)cc2)no1	90	104	99	.	96	93	93	89
CC(=O)NNc1ccc2nnc(-c3ccc(Br)cc3)n2n1	107	104	105	95	82	98	88	96
Clc1ccc(-c2csc(NN=C(c3ccccc3)c3ccccc3)n2)cc1	103	95	76	94	100	103	82	80
COc1cc(/C=C/c2nc3ccccc3c(=O)n2-c2ccc(C#Cc3ccccc3)cc2C)cc(OC)c1OC	111	106	97	96	83	106	85	113
O=C(/C=C\c1ccccc1)c1ccc(Cl)cc1	96	86	74	92	90	.	96	80
CCCCCCCCCCCCCCCc1cccc(O)c1	127	.	112	116	.	114	85	102
C/C(=C\c1csc(C)n1)[C@@H]1C[C@@H]2O[C@]2(C)CCC[C@H](C)[C@H](O)[C@@H](C)C(=O)C(C)(C)[C@@H](O)CC(=O)N1	66	-47*	.	-90*	-26*	-44*	-94*	-80*
S=c1nc(-c2ccc(Cl)cc2)cc(-c2ccco2)[nH]1	131	101	109	103	97	111	92	113
[2H]C([2H])([2H])Oc1c(F)cccc1/C=C/C(=O)/C=C(/C=C/c1cccc(F)c1OC([2H])([2H])[2H])OB(F)F	90	97	84	97	104	97	93	90
Cc1cc(C)n(C(=O)CSc2nnc3n(Cc4ccccc4)c(=O)c4c(C)c(C(N)=O)sc4n23)n1	101	110	103	113	102	98	92	105
COC(=O)c1oc2c(C(C)=O)c(OCCN3CCCCC3)ccc2c1C	41	89	112	102	113	111	122	123
Cc1nnc(N2CCN(c3ccccn3)CC2)c2ccccc12	107	.	99	97	.	99	101	92
CCN(CC)CCOC(=O)c1ccc(C)c(C)c1	98	93	95	106	100	102	.	97
CCCC(=O)Oc1cc(C)c2sc(=O)[nH]c2n1	115&99	111&102	114&96	101&100	98&91	98&100	100&96	112&104
COc1ccc(-c2cs/c(=N\N=C\c3cccc(F)c3)n2C)cc1	91	86	78	63	54	.	75	98
N#Cc1c(Nc2ccc(Cl)cc2)nn2c(-c3ccc(Cl)cc3)c(-c3nc4ccccc4s3)c(N)nc12	105	109	110	98	93	110	92	104
Cc1[nH]nc2ccc3nc(-c4cn[nH]c4C(F)(F)F)c4c(c3c12)CCCC4	-24*	-68*	18	-51*	-40*	3.3*	-57*	-3.0*
COc1ccc2c(c1C)CCC(C)(C#N)C2=O (stereo unspecified)	.	107	112	102	91	120	104	99
Cc1ncc(-c2ccsc2)c(NC2CCCCCC2)n1	83	.	98	91	.	100	93	89

In the list so far, these have an NH in an aromatic ring.
SMILES	MALME-3M	SK-MEL-2	UACC-257	SK-MEL-5	EKVX	M14	UACC-62	A549/ATCC
CC1(C)NCc2c3c(ccc4nc(-c5cn[nH]c5C(F)(F)F)c5c(c43)CCCC5)nn21	115	109	111	96	106	97	99	102
COC(=O)c1cc(-c2cc3ccccc3o2)c(C#N)c(=O)[nH]1	96	96	.	54	84	95	88	101
COc1ccc(-c2nc3ncccn3c2-c2nc3ccc(C)cc3[nH]2)cc1	93	99	105	93	112	114	103	98
CCN(CC)CCNC(=O)c1c(C)[nH]c(/C=C2\C(=O)Nc3cc(NC(=O)NC(=O)c4ccc(OC)cc4F)ccc32)c1C	108	128	111	85	114	105	104	85
Cc1ccc2oc(=O)cc(-c3nc4ccc([N+](=O)[O-])cc4[nH]3)c2c1	63	.	62	29	63	64	39	35
O=[N+]([O-])c1ccc2c(c1)sc1nc(-c3c[nH]c4ccccc34)c(Nc3ccc(Br)cc3)n12	99	106	110	103	89	98	88	100
CCOC(=O)c1cc2c([nH]1)-c1nc(Nc3ccccn3)sc1CCC2	130	100	88	66	63	70	60	44
Nc1nnc(-c2ccccn2)c(-c2c[nH]c3ccc(Br)cc23)n1	102	99	103	82	70	96	86	91
S=c1nc(-c2ccc(Cl)cc2)cc(-c2ccco2)[nH]1	131	101	109	103	97	111	92	113
CCCC(=O)Oc1cc(C)c2sc(=O)[nH]c2n1	115&99	111&102	114&96	101&100	98&91	98&100	100&96	112&104
Cc1[nH]nc2ccc3nc(-c4cn[nH]c4C(F)(F)F)c4c(c3c12)CCCC4	-24*	-68*	18	-51*	-40*	3.3*	-57*	-3.0*
